High-throughput results as filed in PubChem.
BLM inh – Bloom syndrome helicase (human) inhibition; P54132; recombinant BLM DNA unwinding, fluorescence dequenching; Potency, µM (doses to about 56.1 µM), inactives show at the top dose activity change, negative = inhibition, most hits filed as inhibitors; AID 2528; 350,000 tested, 0.2% active;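 also: potency is read from the fitted curve at half-maximal effect; plate controls were vehicle for no effect and no enzyme for full effect; nearly all actives have a fitted effect of over 35% in size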
Target sequence (P54132 whole entry, looked up): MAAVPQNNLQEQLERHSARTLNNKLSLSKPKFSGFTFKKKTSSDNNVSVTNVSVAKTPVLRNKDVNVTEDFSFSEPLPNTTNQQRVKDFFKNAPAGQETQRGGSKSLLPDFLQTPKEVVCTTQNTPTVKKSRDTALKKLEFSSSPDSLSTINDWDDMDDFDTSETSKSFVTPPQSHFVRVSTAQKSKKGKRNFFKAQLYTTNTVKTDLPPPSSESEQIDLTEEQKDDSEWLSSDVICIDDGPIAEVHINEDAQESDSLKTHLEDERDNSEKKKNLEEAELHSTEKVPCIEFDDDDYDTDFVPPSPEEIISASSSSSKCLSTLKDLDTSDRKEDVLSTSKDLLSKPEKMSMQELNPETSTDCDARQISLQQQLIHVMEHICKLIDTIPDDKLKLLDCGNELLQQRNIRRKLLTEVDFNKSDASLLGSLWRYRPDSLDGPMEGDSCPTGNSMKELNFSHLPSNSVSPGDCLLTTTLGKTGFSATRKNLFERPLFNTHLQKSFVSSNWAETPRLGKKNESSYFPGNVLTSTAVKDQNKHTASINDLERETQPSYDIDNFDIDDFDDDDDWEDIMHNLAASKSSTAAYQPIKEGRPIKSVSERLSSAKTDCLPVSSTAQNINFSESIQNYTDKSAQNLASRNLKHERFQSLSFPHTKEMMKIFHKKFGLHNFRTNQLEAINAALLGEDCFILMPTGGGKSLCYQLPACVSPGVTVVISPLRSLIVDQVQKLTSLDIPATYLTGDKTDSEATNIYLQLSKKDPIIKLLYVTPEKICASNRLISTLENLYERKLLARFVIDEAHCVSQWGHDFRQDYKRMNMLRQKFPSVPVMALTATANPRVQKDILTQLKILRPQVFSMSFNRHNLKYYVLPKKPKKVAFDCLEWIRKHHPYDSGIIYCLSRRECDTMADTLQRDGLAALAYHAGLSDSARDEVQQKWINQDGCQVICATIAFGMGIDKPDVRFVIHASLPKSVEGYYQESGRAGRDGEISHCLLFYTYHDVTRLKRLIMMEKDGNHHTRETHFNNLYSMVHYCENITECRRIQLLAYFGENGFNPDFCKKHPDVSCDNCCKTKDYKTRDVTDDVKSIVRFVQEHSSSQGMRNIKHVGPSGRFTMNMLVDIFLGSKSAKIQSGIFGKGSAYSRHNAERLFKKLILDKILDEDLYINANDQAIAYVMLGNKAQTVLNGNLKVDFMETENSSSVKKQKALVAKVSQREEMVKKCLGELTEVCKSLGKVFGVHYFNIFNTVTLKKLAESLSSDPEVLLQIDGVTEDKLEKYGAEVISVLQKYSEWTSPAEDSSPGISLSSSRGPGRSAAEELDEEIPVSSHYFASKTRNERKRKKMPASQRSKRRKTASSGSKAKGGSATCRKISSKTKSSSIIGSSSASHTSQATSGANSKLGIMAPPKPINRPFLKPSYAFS
POLK inh – DNA polymerase kappa (human) inhibition. Potency, µM (doses to about 107 µM), without a hit: at the highest dose activity, negative = inhibition, usual class: inhibitors. purified Pol kappa, fluorescent DNA synthesis assay, 10 min. 400,000 tested, 0.53% active. Q9UBT6; also: potency is read from the fitted curve at half-maximal effect; % is scaled to controls: 0 for no effect and ±100 for the full control effect
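Enzyme at 10 nM met test compounds for 15 min at room temperature. Substrate addition (50 nM final) began the reaction, which was monitored by fluorescence at 0 and 10 min.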
POLB inh – blocks human DNA polymerase beta activity; P06746; Pol beta primer extension/strand displacement, fluorescence kinetic; Potency, µM (doses to about 114 µM), inactives show top-dose activity change, negative = inhibition, usual class: inhibitors; 340,000 tested, 1.3% active; AID 485314; also: potency is read from the fitted curve at half-maximal effect; % is scaled to controls: 0 for no effect and ±100 for the full control effect
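Pol beta (10 nM) and compounds were preincubated 15 min at room temperature, then 50 nM substrate (final) started primer extension/strand displacement. Reads were taken at 0 and 10 min; concentration-response data were fitted to a four-parameter Hill equation.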
POLH inh – DNA polymerase eta (human) inhibition; recombinant Pol eta, fluorescent DNA replication assay; 390,000 tested, 1.2% active; Q9Y253; AID 588591; Potency, µM (highest dose often 114 µM), for the others: at the highest dose activity change, negative = inhibition, usual class: inhibitors; also: potency is read from the fitted curve at half-maximal effect; % is scaled to controls: 0 for no effect and ±100 for the full control effect
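Pol eta (10 nM) was preincubated with compounds for 15 min at room temperature, after which fluorescent replication substrate (50 nM final) was added to start the reaction. Fluorescence was read kinetically at 0 and 10 min.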
Apoferritin bind – binds horse apoferritin like a general anesthetic. P02791. apoferritin/1-aminoanthracene competitive binding, fluorescence. Potency, µM (titrated, usually from 77.5 µM), for inactives: top-dose activity change, negative = displacement, hits mostly inhibitors. 350,000 tested, 0.074% active. AID 485281; also: potency is read from the fitted curve at half-maximal effect; % is scaled to controls: 0 for no effect and ±100 for the full control effect; nearly all actives have a fitted effect of over 20% in size
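Horse-spleen apoferritin (10 uM) in 50% saturated 1-aminoanthracene in PBS was incubated 10 min at room temperature with compound. Fluorescence (ex 380, em 535 nm) was normalized to free and bound 1-AMA, with concentration-response fitted by a four-parameter Hill equation.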
Tb PGK inh – blocks T. brucei phosphoglycerate kinase; Potency, µM (doses to about 57.5 µM), inactives show top-dose activity change, negative = inhibition, actives largely listed as inhibitors; AID 602233; 380,000 tested, 0.043% active; PGK/GAPDH coupled, Kinase-Glo luminescence, 60 min; also: potency is read from the fitted curve at half-maximal effect; % is scaled to controls: 0 for no effect and ±100 for the full control effect; nearly all actives have a fitted effect of over 60% in size
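Luminescent ATP detection (Kinase-Glo Plus) follows a 60-minute room-temperature incubation, with wells lacking PGK as controls. Buffer: 100 mM TEA (pH 7.6), 5 mM MgCl2, 0.01% Tween-20. Coupling enzyme GAPDH (100 nM final) supplies unstable 1,3-BPG in-well.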
RXFP1 antag – blocks the human relaxin receptor RXFP1. HEK293-RXFP1, relaxin-stimulated cAMP HTRF, 30 min; active compounds read low. activity change, negative = inhibition, % at 57.5 µM. 350,000 tested, 0.59% active;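 active = activity change of -60% or lower, but not beyond a set lower limit; inconclusive = change between -60% and -40%, or beyond the set limit; inactive = change above -40%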; also: % is scaled to controls: 0 for no effect and ±100 for the full control effect
APEX1 inh – inhibitors of human APE1 endonuclease; P27695; recombinant APE1, TAMRA/BHQ-2 abasic DNA cleavage fluorescence; Potency, µM (titrated, usually from 65.8 µM), for the others: at the top dose activity change, negative = inhibition, actives largely listed as inhibitors; 350,000 tested, 0.35% active; AID 2517;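 also: potency is read from the fitted curve at half-maximal effect; plate controls were vehicle for no effect and reference inhibitor for full effect; nearly all actives have a fitted effect of over 55% in size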
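Kinetic fluorescence read (525 ex/598 em nm, three reads 60 s apart) of AP-site incision; signal = third minus first read. Enzyme 0.75 nM, dual-labelled THF duplex 50 nM, compound preincubation 15 min RT.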
Pol iota inh – inhibitors of human DNA polymerase iota. Q9UNA4. Pol iota fluorescent replication assay, 10 min. Potency, µM (doses to about 115 µM), without a hit: top-dose activity, negative = inhibition, usual class: inhibitors. 390,000 tested, 1% active; also: potency is read from the fitted curve at half-maximal effect
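Fluorescent replication assay read twice, at 0 min and 10 min after adding 50 nM (final) substrate. Enzyme (10 nM) and compounds were first incubated 15 min at room temperature; enzyme-free buffer wells were negative controls.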
Starred values were filed as active, the others as inactive; i = inactive; u = inconclusive; x = no result given; & = joins results of further samples; [ ] = dose if it differs, or a comment. Unless noted, calls follow the shape of the dose curve; as a rule, active = well fitted curve in the direction sought with a large enough effect; inconclusive = small, poorly fitted or top-dose-only effect, or another doubt; inactive = no such curve, though single readings can be large; an effect the other way counts as inactive or inconclusive. This is a subset; the hit share may differ from the screen's.

Order of values: BLM inh, POLK inh, POLB inh, POLH inh, Apoferritin bind, Tb PGK inh, RXFP1 antag, APEX1 inh, Pol iota inh
1	COc1cccc(OCC(O)CN2C(C)CCCC2C)c1 (stereo not given)
  1%, -13%, -2%, -12%, -5%, -8%, 5, 3%, -3%
2	COc1ccc(CCNC(=O)C/C(C)=N/NC(=O)C(c2ccccc2)c2ccccc2)cc1OC
  -7%, -8%, -2%, -5%, -16%, -3%, 11, -3%, -16%
3	Cc1cc(=O)[nH]c(N2CCN(C(=O)c3ccco3)CC2)n1
  -2%, -39%, 38%, -25%, -2%, -4%, -10, -10%, 9%
4	COc1cc(/C=N/NC(=O)C(C)Nc2n[nH]c(=O)[nH]c2=O)ccc1O (stereo not given)
  4%, -13%, 15%, -16%, 6%, -3%, 8, 0%, 139%[activator]
5	COc1cc2c(cc1OC)C(c1cc3cc(OC)c(OC)cc3[nH]c1=O)N(C(=O)C1CC1)CC2 (stereo not given)
  -6%, 5%, 9%, -1%, 35%[activator], -3%, -6, -3%, 30%
6	CCOc1ccc(C(=O)C(CCC(CN(C)C)C(=O)c2ccc(OCC)cc2)CN(C)C)cc1 (stereo not given)
  26%, -5%[60.1 µM], 0%, 0%, -14%, 8%, u, -1%, u
7	COc1cccc(CNC(=O)C2CC(=O)N(c3ccc4c(c3)OCCO4)C2)c1 (stereo not given)
  x, -13%, x, 8%, x, -5%, 9, 4%, 48%[activator]
8	O=C(CSc1n[nH]c(-c2cccs2)n1)NC1CCS(=O)(=O)C1 (stereo not given)
  0%, 4%, 5%, 0%, -2%, -3%, 4, 14%, u
9	O=C(O)c1ccc(CN2CCOCC2)o1
  0%, -15%, 0%, -19%, 0%, 2%, 11, 4%, 27%
10	COc1cccc(CN2CCNC(=O)C2CC(=O)N(Cc2cnn(C)c2)C(C)C)c1 (stereo not given)
  -2%, 3%, -14%, -5%, -7%, i, -9, 8%, 13%
11	CC(=O)c1ccc(NS(=O)(=O)c2cc3[nH]c(=O)c(=O)[nH]c3cc2C)cc1
  9%, 0%, -1%, -11%, -5%, -11%, -2, x, 18%
12	Cc1nnc(N2CCCCC2)c2ccccc12
  -5%, -1%, -22%, -4%, 6%, i, -4, 4%, 7%
13	Cc1ccc(S(=O)(=O)N2CCOCC2)cc1NC(=O)CSc1n[nH]c(N)n1
  -1%, 4%, -9%, -9%, 0%, -6%, -3, -13%, -9%
14	CC(NC(=O)c1cc(=O)[nH]c2ccccc12)c1ccccc1 (stereo not given)
  -2%, 1%, 19%, -13%, -15%, i, -19, 21%, 99%[activator]
15	CCOCCCNC(=O)C1CCN(S(=O)(=O)c2c(C)noc2/C=C\c2ccc(OC)cc2)CC1
  x, -14%, x, -1%, x, 5%, 16, x, 12%
16	CCC1CCCCN1CCCNC(=O)c1ccc2c(c1)N(Cc1ccccc1F)C(=O)c1ccccc1S2(=O)=O (stereo not given)
  0%, -5%, 34%, -13%, -2%, -9%, x, x, 17%
17	COc1ccc(/C=C(/C(=O)c2cccs2)N2C=CC=CC2=C(C#N)C#N)cc1
  -6%, -7%, 16%[57.1 µM], -19%, -17%, x, -2, 5%, u
18	COc1ccc(C(C(=O)NC2CCCC2)N(C(=O)c2snc(-c3ccc(F)cc3)c2N)c2cccc(F)c2)cc1 (stereo not given)
  -1%, -15%, 1%, 12%, -6%, -5%, 15, -3%, 6%
19	CSc1ccc(CN(C)C(=O)CNC(=O)c2ccc3c(c2)OCO3)cc1
  x, -7%, x, -14%, x, -4%, 2, 34%, 8%
20	CCc1ccc(NC(=O)CSC2=Nc3ccccc3C3=NC(CC(=O)NCc4cccs4)C(=O)N23)cc1 (stereo not given)
  0%, 0%[60.1 µM], 9%, -8%, u, -7%, -23, x, 10%

3 entries out of the list, sorted by number of heavy atoms, largest number first.
Order of values: BLM inh, POLK inh, POLB inh, POLH inh, Apoferritin bind, Tb PGK inh, RXFP1 antag, APEX1 inh, Pol iota inh
18	COc1ccc(C(C(=O)NC2CCCC2)N(C(=O)c2snc(-c3ccc(F)cc3)c2N)c2cccc(F)c2)cc1 (stereo not given)
  -1%, -15%, 1%, 12%, -6%, -5%, 15, -3%, 6%
4	COc1cc(/C=N/NC(=O)C(C)Nc2n[nH]c(=O)[nH]c2=O)ccc1O (stereo not given)
  4%, -13%, 15%, -16%, 6%, -3%, 8, 0%, 139%[activator]
1	COc1cccc(OCC(O)CN2C(C)CCCC2C)c1 (stereo not given)
  1%, -13%, -2%, -12%, -5%, -8%, 5, 3%, -3%

A draw from above in order of molecular weight, descending:
Order of values: BLM inh, POLK inh, POLB inh, POLH inh, Apoferritin bind, Tb PGK inh, RXFP1 antag, APEX1 inh, Pol iota inh
2	COc1ccc(CCNC(=O)C/C(C)=N/NC(=O)C(c2ccccc2)c2ccccc2)cc1OC
  -7%, -8%, -2%, -5%, -16%, -3%, 11, -3%, -16%
5	COc1cc2c(cc1OC)C(c1cc3cc(OC)c(OC)cc3[nH]c1=O)N(C(=O)C1CC1)CC2 (stereo not given)
  -6%, 5%, 9%, -1%, 35%[activator], -3%, -6, -3%, 30%
10	COc1cccc(CN2CCNC(=O)C2CC(=O)N(Cc2cnn(C)c2)C(C)C)c1 (stereo not given)
  -2%, 3%, -14%, -5%, -7%, i, -9, 8%, 13%
17	COc1ccc(/C=C(/C(=O)c2cccs2)N2C=CC=CC2=C(C#N)C#N)cc1
  -6%, -7%, 16%[57.1 µM], -19%, -17%, x, -2, 5%, u
7	COc1cccc(CNC(=O)C2CC(=O)N(c3ccc4c(c3)OCCO4)C2)c1 (stereo not given)
  x, -13%, x, 8%, x, -5%, 9, 4%, 48%[activator]
4	COc1cc(/C=N/NC(=O)C(C)Nc2n[nH]c(=O)[nH]c2=O)ccc1O (stereo not given)
  4%, -13%, 15%, -16%, 6%, -3%, 8, 0%, 139%[activator]
3	Cc1cc(=O)[nH]c(N2CCN(C(=O)c3ccco3)CC2)n1
  -2%, -39%, 38%, -25%, -2%, -4%, -10, -10%, 9%
12	Cc1nnc(N2CCCCC2)c2ccccc12
  -5%, -1%, -22%, -4%, 6%, i, -4, 4%, 7%

Next entries.
cpd	canonical_smiles	BLM inh	POLK inh	POLB inh	POLH inh	Apoferritin bind	Tb PGK inh	RXFP1 antag	APEX1 inh	Pol iota inh
21	COc1ccc(NC2CCCN(C(=O)c3cccc(C)n3)C2)cc1OC (stereo not given)	0%	u	3%	-2%	-4%	1%	-6	-6%	50µM*
22	COc1cccc(Nc2c(Nc3cccc(OC)c3)c(=O)c2=O)c1	-8%	-15%	u	-13%	-5%	-17%	-11	u	87%[activator]
23	COc1ccc(-c2cn3cc(C)ccc3n2)cc1F	3%	-4%	11%	-10%	-7%	8%	-19	9%	24%
24	Cc1cc(C)cc(NC(=S)N2CCC(NC(=O)c3ccc(F)cc3)CC2)c1	2%	4%	52%	-2%	-1%	-4%	-4	-25%	40%[activator]
25	CC(=O)OCC(=O)[C@@]12OC3(CCCC3)O[C@@H]1C[C@H]1[C@@H]3CCC4=CC(=O)C=C[C@]4(C)[C@@]3(F)[C@@H](O)C[C@@]12C	-7%	-25%	-6%	-15%	-17%	-9%	x	-7%&-6%	8%
26	CCOC(=O)CC(=O)NC(CC(=O)OC)c1ccc(C(C)C)cc1 (stereo not given)	-3%	13%	1%	-11%	-4%	-3%	-3	0%	4%
27	O=Nc1c(O)n(Cc2ccc(Cl)cc2)c2ccccc12	-21%	-5%	1%	-6%	u	5%	-26	-9%	9%
28	COC(=O)c1ccccc1N=Nc1c(N)n[nH]c1N	-5%	-13%	1%	-28%	9%	2%	-8	1%	-1%[58.9 µM]
29	CCNc1nc(NCc2ccccc2)nc(SCC(N)=O)n1	-3%	0%	3%	-3%	-8%	-5%	-7	-1%	15%
30	CN(C)C(=O)N1CCN(c2nc(-c3ccccc3)cs2)CC1	2%	-13%	-1%	1%	-9%	-3%	1	53%[activator]	-20%
31	O=C(Nc1cccc(-c2cn3cccnc3n2)c1)c1cccs1	0%	-1%	u	-6%	28%	-11%	3	2%	u
32	CCN1CCN(C(c2cccs2)C(C)NC(=S)Nc2cccc(C)c2C)CC1 (stereo not given)	-9%	-8%	2%	-15%	-8%	-2%	-1	3%	63%[activator]
33	COc1ccc(-c2csc(NC(=O)c3ccccc3NS(=O)(=O)c3ccc(F)c(F)c3)n2)cc1	u	u	u	u	-4%	-7%	-27	u	u
34	Cc1ccc(-c2nc(CN(Cc3c(C)nn(C)c3C)C(C)C)c(C)o2)o1	-3%	-4%	11%	-15%	-9%	0%	-4	20%	86%[activator]
35	C=CCOc1nc2c(c(=O)n(Cc3ccc(Cl)cc3)c(=O)n2C)n1C	-2%	2%	17%	1%	-7%	-7%	10	20%	-1%
36	COc1ccc(N(C(=O)COc2c(C)cccc2C)S(=O)(=O)c2ccc(Cl)cc2)cc1	-7%	2%	-9%	-15%	-8%	0%	3	x	19%
37	N#Cc1ccsc1NC(=O)C1CCN(S(=O)(=O)c2cccs2)CC1	x	-8%	x	-9%	x	-9%	-70*	-1%	50%[activator]
38	CC(Oc1ccc(Br)cc1)C(=O)Nc1ccc(S(=O)(=O)Nc2nccs2)cc1 (stereo not given)	-11%	-10%	u	-26%	-4%	-9%	-1	1%	24%
39	COc1cc(NC(=O)COC(=O)/C=C/c2ccc(O)c(OC)c2)cc(OC)c1	-7%	-17%	-22%	-15%	-21%	-10%	-5	-2%	148%[activator]
40	Cc1cc(-n2ccnc2)n2c(nc3ccccc32)c1C#N	-2%	-10%	8%	-11%	7%	-7%	-8	4%	-1%
41	Cc1ccc(C(=O)NCC(=O)OCC(=O)NC(C)c2ccccc2)s1 (stereo not given)	2%	-9%	-1%	-8%	-10%	-9%	-3	16%	-13%
42	O=C(CSCCN1C(=O)c2ccccc2C1=O)Nc1ccc2ccccc2c1	-7%	-18%	-21%	-11%	-2%	2%	-6	0%	93%[activator]
43	O=C(Nc1nccs1)c1ccc(COc2ccccc2Br)o1	-11%	-12%	-2%	-15%	-1%	x	11	-4%	-4%
